CASP6 VEID inh: inhibitors of human caspase-6; P55212; purified caspase-6, Z-VEID-R110 cleavage fluorescence; inhibition, % at 12.5 µM; hit rate 0.53% among 350,000;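 active = mean inhibition across replicates at least about 35%, with every replicate also reaching that limit, limit read from the data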;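 also: 0% = median of neutral control wells and 100% = no fluorescence left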
Target sequence (P55212 24-179 limits assumed): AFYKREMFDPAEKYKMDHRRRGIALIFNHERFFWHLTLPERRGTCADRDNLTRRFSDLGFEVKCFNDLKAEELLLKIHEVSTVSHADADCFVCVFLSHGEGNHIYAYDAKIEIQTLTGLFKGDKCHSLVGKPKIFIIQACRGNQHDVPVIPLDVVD
Target sequence (P55212 194-293 limits assumed): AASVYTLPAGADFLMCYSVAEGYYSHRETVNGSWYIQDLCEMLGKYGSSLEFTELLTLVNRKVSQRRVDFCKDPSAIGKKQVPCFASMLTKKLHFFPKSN
miR122 inh: blocks miR-122 activity in Huh7 sensor cells. AID 602342. activation (reporter increase), % at 12.5 µM. hit rate 0.3% among 340,000. Huh7 miR-122 Renilla luciferase sensor, 48 h; neutral wells = 0, positive control = 100;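 active = mean replicate activation score at least 90 and every replicate individually at or above 90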;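 also: higher luciferase means less miR-122 activity so hits act as miR-122 inhibitors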
LGR2 antag: Drosophila LGR2 receptor signaling inhibition; HEK293 LGR2, CRE-luciferase, bursicon-stimulated, 4 h; inhibition, % at 9.99 µM; hit rate 0.35% among 380,000; AID 720647;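 active = drop in luminescence signal, shown as inhibition above about 50% in the replicate tests, limit read from the data, passing the limit was not always enough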;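 also: agonist challenge used bursicon conditioned medium at about half maximal strength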
FN deposition inh: fibronectin deposition inhibition | AH1F fibroblasts, Alexa488-fibronectin deposition fluorescence, overnight | inhibition, % at 12.6 µM | hit rate 0.086% among 350,000 | AID 743247;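 active = mean inhibition across replicates of 30% or more, regardless of how many single replicates reach that level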;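 also: positive control wells lacked labelled fibronectin entirely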
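Material: AH1F fibroblast monolayer depositing Alexa488-labelled fibronectin into matrix | Input: 10000 AH1F cells/well | Medium: DMEM plus 2% serum, read in PBS | Reagent: Alexa488-fibronectin, 24 nM final in well | Compound dosing: One dose per compound, pinned | Schedule: 1 h adhesion, overnight exposure | Measured by: Fluorescence at 485 nm excitation, 525 nm emission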
Cneo AK release: causes C. neoformans cell lysis. lysis activity, % at 15 µM. adenylate kinase release luminescence, 4 h; normalised: neutral wells 0, clomiphene wells 100. hit rate 0.2% among 360,000;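 active = mean lysis activity across replicates of at least 80%, whatever share of replicates individually reach that level; inactive = mean lysis activity below 80%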
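Material: C. neoformans cells | Amount: Yeast cell density of 5 × 10^6 cells/mL | Medium: Fresh YPD growth medium | Dosing: Single dose | Times: Static 4 h at 37 °C with compound, 1 h detection | Detection: AK luminescence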
EWS-Fli block: blocks EWS/Fli oncoprotein-driven transcription; A673 NR0B1-luciferase reporter, viability-normalised; inhibition, % at 12.6 µM; hit rate 0.67% among 350,000; AID 651661;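 active = mean inhibition of at least 50% after viability correction, with every replicate also passing that limit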;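 also: firefly luciferase signal divided by Alamar Blue viability fluorescence both relative to DMSO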
PAX8 inh HTS: PAX8 transcriptional activity inhibition; hit rate 1.2% among 360,000; RMG-I TPO-luciferase reporter, SteadyGlo, 24 h; inhibition, % at 12.6 µM;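 active = mean replicate inhibition at least 60% with every replicate also reaching 60%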;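 also: luciferase light reporting Pax8 driven TPO promoter activity; plate controls were median of neutral control wells for no effect and mitoxantrone controls for full effect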
PGC1a acetyl inh: lowers PGC1a acetylation signal in U2OS cells; AlphaScreen anti-acetyl-lysine; with virally co-expressed GCN5 acetyltransferase; inhibition, % at 15.6 µM; hit rate 0.17% among 350,000; AID 651687;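 active = every replicate shows inhibition of at least 40%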;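 also: 0% = neutral control wells and 100% = positive control wells; some results beyond the cut were filed as inactive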
* hit, by the source's call; . = not tested or not shown; [ ] = remark or other dose.

SMILES	CASP6 VEID inh	miR122 inh	LGR2 antag	FN deposition inh	Cneo AK release	EWS-Fli block	PAX8 inh HTS	PGC1a acetyl inh
O=C(/C=C/c1ccc2c(c1)S(=O)(=O)N(Cc1ccccc1)[C@H]2CC(=O)N1CCOCC1)N1CCOCC1	0.4	12.0	-7.4	-5.9	-0.8	-10.0	-19.8	.
CCC1Sc2ccc(S(=O)(=O)Nc3ccc(OC)c(OC)c3)cc2NC1=O (configuration not stated)	5.4	5.1	16.2	-18.3	-1.8	14.0	17.0	-4.8
C[C@@H]1CCc2cnnn2COC[C@@H](Cc2ccccc2)NC1=O	-1.9	.	1.0	-1.0	38.6	1.1	-16.2	.
CCCC(=O)N1CC2(C1)CN(Cc1ccccc1F)[C@@H](CO)c1c2c2ccc(OC)cc2n1C	6.8	.	3.1	4.9	.	0.9	.	4.0
O=C(NCCN1CCOCC1)c1ccc(Cl)c(S(=O)(=O)NCc2ccccc2)c1	0.3	61.2	0.2	5.5	-4.0	1.9	0.2	-8.0
CN(Cc1ccco1)C(=O)c1ccc(S(=O)(=O)N2CCCCCC2)cc1	1.9	3.5	-14.8	7.9	-1.2	2.2	-4.5	9.9
O=C(Nc1cc(C(F)(F)F)ccc1N1CCOCC1)c1ccco1	0.0	-3.2	10.3	.	0.6	-4.8	.	-10.5
Cc1ccc(NNC2CC(=O)N(c3cccc(Cl)c3)C2=O)cc1 (configuration not stated)	.	.	-31.3	-13.9	.	0.7	23.7	3.0
COc1cc(/C=N\NC(=O)c2nonc2N)c(OC)cc1Br	-0.8	-5.9	11.6	-12.9	-2.0	20.7	3.2	-2.8
O=C(c1ccc2c(=O)n(-c3ccccc3)c(=S)[nH]c2c1)N1CCN(c2ccccc2)CC1	-1.5	.	-24.9	-3.3	2.0	5.9	5.7	.
O=C(O)c1nccnc1C(=O)Nc1ccc(Cl)cn1	-0.7	-11.5	-20.3	4.1	-1.3	-9.5	-0.5	1.0
CCNC(=O)C[C@H]1CC[C@H]2[C@@H](COc3ccc(NC(=O)c4cccc(OC)c4)cc3C(=O)N2C)O1	2.4	-1.8[16.7 µM]	12.6	-8.8	-1.3	-6.3	-24.6	11.6
O=C(Cn1cc2c(n1)CCCC2)NC1CCCCCC1	0.1	2.0	10.9	11.1	-4.3	-7.6	-15.2	.
CC(=O)C1=C(C)N(Cc2ccccc2)C(=O)N[C@H]1c1ccco1	-0.3	-1.4	19.4	-8.0	-0.8	10.2	-1.2	-9.5
Cc1nn(C(=O)c2ccoc2C)c(N)c1-c1ccccc1	-0.5	.	-75.6	-0.5	-4.2	-77.3	-169.2	.
O=C(COC(=O)CNC(=O)c1ccccc1F)NC12CC3CC(CC(C3)C1)C2	-3.5	-7.0	16.7	3.1	-0.1	-0.2	1.2	1.6
C[C@@H]1CN([C@@H](C)CO)C(=O)c2cc(NC(=O)NC3CCCCC3)ccc2O[C@@H](C)CCCCO[C@@H]1CN(C)S(=O)(=O)c1ccccc1	3.4	2.0[16.7 µM]	18.3	3.9	-1.7	0.6	-14.8	-10.4
CCCCSc1nc2c([nH]1)c(=S)n(C)c(=O)n2C	1.5	.	9.9	-5.6	.	38.7	3.3	.
CNC(=S)N/N=C/c1c(C)c(C(=O)c2ccc(F)cc2)n2ccccc12	-7.0	.	-28.1	3.3	.	13.5	1.0	.
Cc1cc(Cn2nc(C(=O)NCC3CC3)cc2-c2ccccc2)on1	1.7	3.5	-0.3	-1.5	0.4	4.5	5.7	-4.5
COc1ccccc1CN(C)C(=O)c1cc2ccccc2o1	-0.5	.	-18.4	1.1	-2.8	2.8	-20.6	.
CCc1c(O)nc(SCC(=O)Nc2ccc(Br)cc2)n(-c2ccc(C)cc2)c1=O	3.1	-2.7	-3.7	0.9	0.2	.	2.1	0.7
COCCNC(=S)N(CCc1c(C)[nH]c2ccc(OC)cc12)Cc1ccco1	5.2	.	21.1	0.0	-1.3	9.9	-18.4	-0.3
CC(=O)Nc1cc(NC(C)=O)c(N=Nc2ccccc2)cc1C	-1.6	.	-3.0	8.7	.	-26.9	-55.3	.
C[C@H]1CN([C@@H](C)CO)C(=O)c2cccc(NC(=O)Nc3ccc(C(F)(F)F)cc3)c2O[C@H]1CN(C)C(=O)Nc1ccc(C(F)(F)F)cc1	-6.7	6.0[16.7 µM]	8.7	.	2.9	-4.6	20.2	3.4

Some entries already given, reduced to PAX8 inh HTS, miR122 inh and EWS-Fli block:
Structure | PAX8 inh HTS | miR122 inh | EWS-Fli block
CCCCSc1nc2c([nH]1)c(=S)n(C)c(=O)n2C | 3.3 | . | 38.7
C[C@@H]1CN([C@@H](C)CO)C(=O)c2cc(NC(=O)NC3CCCCC3)ccc2O[C@@H](C)CCCCO[C@@H]1CN(C)S(=O)(=O)c1ccccc1 | -14.8 | 2.0[16.7 µM] | 0.6
Cc1nn(C(=O)c2ccoc2C)c(N)c1-c1ccccc1 | -169.2 | . | -77.3

Later entries.
SMILES	CASP6 VEID inh	miR122 inh	LGR2 antag	FN deposition inh	Cneo AK release	EWS-Fli block	PAX8 inh HTS	PGC1a acetyl inh
CCN(C(=O)COC(=O)c1cc2ccccc2cc1O)C1CCS(=O)(=O)C1 (configuration not stated)	.	6.4	.	4.5	-2.0	.	11.2	0.7
Cc1cc(=O)[nH]c(SCC(=O)N2CCCC2)n1	0.8	-1.3	7.7	-15.4	-0.6	0.2	7.8	8.2
CCOC(=O)C1C(=O)CC(C)(O)C(C(=O)OCC)C1c1cccc(OC(F)(F)C(F)F)c1 (configuration not stated)	.	4.8	.	3.8	0.5	.	1.4	-9.0
Cc1nn(Cc2nc(-c3cccs3)no2)c(C)c1Br	0.3	8.2	0.0	0.2	-1.2	-16.9	-18.0	-7.9
Cc1ccc(N2C(=O)Nc3ccccc3S2(=O)=O)cc1Cl	9.6	.	22.5	-12.7	5.4	-9.2	-11.3	6.0
COCCN(C(=O)C1CCN(C(=O)c2ccccc2C)CC1)c1c(N)n(CC(C)C)c(=O)[nH]c1=O	-2.2	-3.6	14.0	8.1	-1.5	0.0	0.3	0.6
CCNC(=O)C1(C)CCCN(C(=O)c2cccc(C)c2C)C1 (configuration not stated)	1.6	54.8	-4.0	-2.9	0.2	1.0	-14.1	2.8
COc1ccc(NC(=O)NCCN2CCCCC2)cc1	-3.1	-0.1	22.1	-0.4	-2.7	2.8	-4.0	.
O=C(Nc1ccc([N+](=O)[O-])cc1)C1(c2ccccc2)CCOCC1	3.5	.	.	4.9	.	11.4	12.5	.
CN(C)c1ccc2c(c1)[C@@H]1C[C@H](CC(=O)O)O[C@@H](CO)[C@@H]1O2	-0.9	-2.5[16.7 µM]	-9.0	.	-11.2	8.1	-13.9	3.2
CNc1c([N+](=O)[O-])cnn1-c1ccc(Cl)cc1Cl	.	-4.6	.	-2.5	3.5	.	17.2	2.4
CCOC(=O)c1cc(S(=O)(=O)Nc2cccc(OC)c2)cn1C	4.0	132.0*	6.9	-0.9	-1.4	.	6.2	5.7
COc1cc2c(cc1OC)C(C)N(C(=O)c1cc(Cl)nc(Cl)c1)CC2 (configuration not stated)	0.2	13.9	-24.4	5.4	-1.6	56.1*	13.5	-5.1
COc1ncnc2c1ncn2CCCN1CCN(C(=O)C2CC2)CC1	1.0	-0.7	-11.4	1.6	-0.1	-2.3	-2.4	-8.5
O=C(CN1C(=O)CCC1=O)Nc1nc(-c2ccc(Cl)s2)cs1	-4.7	.	2.7	-1.2	.	-1.2	37.8	.
O=C(Nc1ncccc1O)c1cccc(S(=O)(=O)N2CCCc3ccccc32)c1	2.9	6.7	7.2	-2.9	.	-6.3	33.5	3.2
C[C@@H]1CCCCO[C@H](CN(C)C(=O)Nc2ccccc2)[C@@H](C)CN([C@@H](C)CO)C(=O)c2cc(NC(=O)CCC(F)(F)F)ccc2O1	2.1	10.2[16.7 µM]	3.4	-3.7	-0.1	2.7	-13.3	4.8
COC(C(=O)Nc1ccnn1C1CCN(Cc2ccc(C)o2)CC1)c1ccccc1 (configuration not stated)	-1.8	-5.7	-1.2	7.7	0.4	8.1	-7.5	1.7
COc1ccc(Cl)c2sc(N3CCN(C(=O)C4=COCCO4)CC3)nc12	-6.5	2.0	-8.3	-1.1	.	-3.7	4.9	.
COc1ccc(S(=O)(=O)N2CCOCC2)cc1NC(=O)c1ccc(S(=O)(=O)N2CCCCC2)cc1	-5.6	-8.7	0.0	2.5	-0.6	6.0	24.9	-7.3
COc1ccccc1CC(=O)N1CCN(c2ccc([N+](=O)[O-])cc2)CC1	-1.0	.	11.2	1.0	.	1.0	3.9	-34.3
CN(C)CC/C=C1\c2ccc(F)cc2Sc2cc(F)c(Cl)cc21	6.8	-2.6	22.6	-13.0	27.3	13.1	22.6	-13.0
O=c1[nH]c(SCc2ccccc2)nc2ccsc12	-0.7	.	-1.5	15.0	.	-11.8	-22.3	4.3
C=CCOc1ccccc1CN1CCC(C(=O)Nc2cccc(-c3ccn[nH]3)c2)CC1	-8.4	-7.8	-4.8	-22.9	-0.1	.	-1.6	-3.1
CCCc1nc2ccccc2c(=O)n1/N=C/c1ccccc1O	.	1.1	-7.1	.	0.8	.	.	4.0

(cont.)
SMILES	CASP6 VEID inh	miR122 inh	LGR2 antag	FN deposition inh	Cneo AK release	EWS-Fli block	PAX8 inh HTS	PGC1a acetyl inh
O=C(O)[C@@H]1[C@@H](CO)[C@@H]2Cn3c(ccc(-c4ccccc4)c3=O)[C@@H]2N1Cc1ccccc1F	0.4	.	-7.3	.	-1.3	10.0	.	.
Cc1ccccc1Cn1c(=O)n(CCCC(=O)NCc2ccco2)c(=O)c2ccccc21	.	1.0	-3.8	.	-3.1	.	.	-8.6
CC(=O)N1CCN(C2=NC(=O)C(=C3CCCCC3)S2)CC1	.	-8.2	0.3	.	-3.7	.	.	1.4
Cc1ccc(N(Cc2cc(=O)[nH]c3ccccc23)C(=O)CCl)c(C)c1	20.4	.	30.3	-2.0	.	67.4*	68.8*	.
C[C@H]1CN([C@@H](C)CO)C(=O)Cc2cc(NC(=O)CCC(F)(F)F)ccc2O[C@@H]1CN(C)Cc1ccccc1	-1.4	7.5[16.7 µM]	5.9	.	4.1	2.6	-10.2	.
COc1cc(CNCCO)cc(Br)c1OCc1ccccc1Cl	.	-7.6	.	5.7	10.9	.	.	-3.5
O=C(C[C@@H]1CC[C@H]2[C@@H](COC[C@@H](O)CN2S(=O)(=O)c2ccc(F)cc2)O1)NCC1CC1	0.9	-6.4[16.7 µM]	-6.9	-1.9	2.9	-3.5	-14.1	-0.7
COc1ccc(C2=Nc3ccc(C)cc3C(c3ccccc3)N2CC(=O)NN)cc1 (configuration not stated)	-2.4	.	-26.5	-1.9	.	1.4	51.2	-2.3
C[C@@H]1CN([C@H](C)CO)C(=O)c2cc(NC(=O)Cn3cnnn3)ccc2O[C@@H]1CN(C)S(=O)(=O)c1ccccc1	-1.7	-0.1[16.7 µM]	16.2	.	.	-8.6	.	9.7
Cc1cc2ccccn2c1C(=O)c1nc(NCc2ccco2)ncc1Cl	0.5	-0.6	7.9	.	2.6	24.4	33.8	-1.3
CC(C)C#Cc1ccc([C@@H]2[C@H](C#N)N(C(=O)C3CC3)[C@H]2CO)cc1	2.0	.	-5.8	9.0	6.0	0.8	-2.1	3.8
Cc1ccccc1COc1ccc(/C(O)=C2/C(=O)C(=O)N(CCCn3ccnc3)C2c2ccco2)cc1 (configuration not stated)	.	-1.3	-3.6	2.9	6.0	.	.	3.3

Compound activity deposited in PubChem by Broad Institute.
